Assay outcomes from PubChem.
S-ASM inh: inhibitors of human secretory acid sphingomyelinase; actives 0.006% (n = 340,000); P17405; Potency, µM (doses to about 57.5 µM), without a hit: at the highest dose activity change, negative = inhibition, actives largely listed as inhibitors; placental ASM, HMU-PC fluorogenic substrate, 60 min; also: potency is read from the fitted curve at half-maximal effect
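Fluorescence read-out (Ex 386 nm, Em 447 nm) after stopping the reaction at pH 10. Enzyme: ASM from human placenta; substrate HMU-PC0, 9 uM final; 60 min, 37 °C. Compound preincubation 10 min, ambient temperature.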
GALK inh: galactokinase (human) inhibition; P51570; Purified GALK, Kinase-Glo residual ATP luminescence; Potency, µM (doses to about 57.5 µM), for inactives: at the highest dose activity change, negative = inhibition, actives largely listed as inhibitors; actives 0.007% (n = 270,000); AID 1868; also: potency is read from the fitted curve at half-maximal effect; % is scaled to controls: 0 for no effect and ±100 for the full control effect
Target sequence (P51570 whole entry, looked up): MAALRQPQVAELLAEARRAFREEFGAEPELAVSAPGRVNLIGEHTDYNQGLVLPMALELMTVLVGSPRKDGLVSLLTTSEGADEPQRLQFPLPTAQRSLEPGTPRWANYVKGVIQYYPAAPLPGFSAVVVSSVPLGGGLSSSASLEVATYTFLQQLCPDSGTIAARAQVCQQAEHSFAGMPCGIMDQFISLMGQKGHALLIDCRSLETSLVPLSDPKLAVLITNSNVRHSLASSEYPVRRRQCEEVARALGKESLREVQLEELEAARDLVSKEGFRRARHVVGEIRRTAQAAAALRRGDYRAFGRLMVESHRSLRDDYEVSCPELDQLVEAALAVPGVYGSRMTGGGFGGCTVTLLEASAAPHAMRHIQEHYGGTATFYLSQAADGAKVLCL
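5 nM enzyme, 35 uM ATP, 100 uM galactose, 20 mM HEPES pH8.0, 5 mM MgCl2; 1 h RT; residual ATP by Kinase-Glo Plus luminescence, qHTS format.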
A-T KAP1 phos: candidate therapy for ataxia-telangiectasia; […] A-T fibroblasts, KAP-1 phosphorylation AlphaLISA; neocarzinostatin DNA damage 30 min before lysis; Potency, µM (highest dose often 57.5 µM), without a hit: at the highest dose activation, actives largely listed as activators; actives 0.19% (n = 320,000); also: potency is read from the fitted curve at half-maximal effect; % of control where 0% means no effect; nearly all actives have a fitted effect of over 45% in size
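hTERT-immortalized A-T patient fibroblasts ([…]), 500 cells/well in OPTI-MEM, 1% FBS, got compounds for 60 min, then NCS for 30 min at 37C. Lysates were then assayed for phospho-KAP-1 by AlphaLISA (anti-pKAP1 donor, anti-KAP1 acceptor beads), 6 hr at 25C.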
MBNL1 CUG block: inhibitors of human MBNL1 binding to CUG repeat RNA; Q9NR56; actives 0.036% (n = 280,000); AID 2675; Potency, µM (doses to about 57.5 µM), for the others: at the top dose activity change, negative = inhibition, most hits filed as inhibitors; TR-FRET MBNL1-His/biotin-(CUG)12 binding, 665/545 ratio; active = well fitted inhibition curve with a large enough effect in the signal ratio, with a control signal flat, not every such curve was filed as active; inconclusive = small, poorly fitted or top-dose-only effect, or effect the other way, or a change in a side signal; inactive = no such curve, though single readings can be large or run the other way; the % refers to the signal ratio; also: potency is read from the fitted curve at half-maximal effect; % is scaled to controls: 0 for no effect and ±100 for the full control effect
Target sequence (Q9NR56 whole entry, looked up): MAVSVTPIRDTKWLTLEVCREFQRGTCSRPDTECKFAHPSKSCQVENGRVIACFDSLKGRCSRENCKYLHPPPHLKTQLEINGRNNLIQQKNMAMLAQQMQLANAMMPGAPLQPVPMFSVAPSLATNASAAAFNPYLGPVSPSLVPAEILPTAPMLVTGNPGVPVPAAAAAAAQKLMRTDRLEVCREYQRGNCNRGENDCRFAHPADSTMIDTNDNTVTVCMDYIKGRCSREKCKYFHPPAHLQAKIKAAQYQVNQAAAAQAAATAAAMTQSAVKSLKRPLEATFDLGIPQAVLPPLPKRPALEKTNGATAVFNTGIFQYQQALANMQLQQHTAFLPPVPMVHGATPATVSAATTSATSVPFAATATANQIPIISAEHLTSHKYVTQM
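Compound titration spanned 92 nM–58 uM against the MBNL1-His/biotin-(CUG)12 complex. After 60 min at room temperature with 5 nM streptavidin-XL665 and 0.055 ng/ul terbium anti-His, ratiometric 665/545 nm emission (Ex 340 nm) normalized to controls.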
KCNH2 WT inh: blocks the wildtype human KCNH2 potassium channel; U2OS, BacMam KCNH2, thallium flux FluxOr; hits give low values; Q12809; actives 0.37% (n = 340,000); AID 720551; activity change, % at 1.84 µM;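 active = maximum activity change below -70%; inconclusive = maximum activity change between -70% and -50%; inactive = maximum activity change above -50%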; also: % is scaled to controls: 0 for no effect and ±100 for the full control effect
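U2OS cells transduced with wild-type KCNH2 virus are loaded with FluxOr dye for 45 min, and thallium flux is measured in kinetic reads before and after stimulation buffer. Rate constants are normalized to DMSO controls.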
TRPV1 ag: agonists of human vanilloid receptor 1 (TRPV1) | Q8NER1 | TRPV1-expressing cells, Fluo-8 calcium influx, agonist mode | activation, % at 8.33 µM | actives 0.19% (n = 320,000) | AID 540275; in the data active = activation above about 80%; inconclusive = between about 30% and that limit; also: 0% is about no effect
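Fluo-8 calcium influx in TRPV1-expressing cells, kinetic read (ex 480/em 520 nm). Compound added and read 3 min for agonist activity, followed by capsaicin at EC20 final and 2 min further read for enhancement.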
KCNH2 3.1 block: blocks the human KCNH2 3.1 channel isoform; U2OS KCNH2 3.1, thallium flux FluxOr; hits give low values; activity change, % (tested at about 1.8 µM); actives 0.95% (n = 340,000); AID 720553;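 active = maximum activity change below -70%; inconclusive = maximum activity change from -70% to -50%; inactive = maximum activity change above -50%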;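 also: thallium influx rate constant from kinetic fluorescence after stimulation buffer; % is scaled to controls: 0 for no effect and ±100 for the full control effect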
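Measured as rate of thallium-driven FluxOr signal in transduced U2OS cells carrying the 3.1 channel, read kinetically for 2 min upon stimulation; values are rate constants scaled to DMSO control wells.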
MLL CXXC-DNA inh: blocks binding of human MLL CXXC domain to DNA. Q03164. MLL-CXXC / FITC-HOXA9 DNA fluorescence polarization. Potency, µM (top dose mostly 115 µM), for the others: at the top dose activity change, negative = inhibition, usual class: inhibitors. actives 0.037% (n = 290,000). AID 2662; active = well fitted inhibition curve with a large enough effect in the polarisation, with a control signal flat, not every such curve was filed as active; inconclusive = small, poorly fitted or top-dose-only effect, or effect the other way, or a change in a side signal; inactive = no such curve, though single readings can be large or run the other way; the % refers to the polarisation; also: potency is read from the fitted curve at half-maximal effect
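Steps: dispense CXXC domain solution (7 uM) → pin compounds or unlabeled HOX-A9 DNA control → 5 min ambient → add FLSN-HOX-A9 solution (50 nM) → spin → 30 min ambient → fluorescence polarization. Tris pH 7.5/NaCl/DTT/BSA buffer.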
Integrin act MD: integrin-mediated muscular dystrophy alleviation activation; alpha7betagal myoblasts, beta-gal FDG fluorescence, 48 h; Potency, µM (titrated, usually from 38.3 µM), for the others: top-dose activation, most hits filed as activators; actives 0.064% (n = 350,000);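 also: potency is read from the fitted curve at half-maximal effect; 100% = response of the positive control SU9516; nearly all actives have a fitted effect of over 60% in size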
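Alpha7betagal+/- myoblasts (passage 13) were plated 16-24 hr, then exposed to compounds (1:260 dilution of DMSO stock) for 48 hours at 37C. After MPER lysis, β-galactosidase reporter activity was read as FDG fluorescence (ex 480/em 540) after 30 minutes.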
FBPA coupling cs: counter-screen for Giardia aldolase inhibitors: coupling enzyme system. coupling enzyme system counterscreen, AmpLite Red fluorescence. actives 0.67% (n = 290,000). activity change, negative = inhibition, % at 58.2 µM, hits read low. AID 2472; in the data active = activity change below about -30%; also: % is scaled to controls: 0 for no effect and ±100 for the full control effect
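Counterscreen of the coupled detection system alone, without aldolase: glyceraldehyde-3-phosphate coupling enzymes plus AmpLite Red readout. Compounds at 57.5 uM final, 10 min RT preincubation, 20 min RT reaction, fluorescence 525/598 nm.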
* hit, by the source's call; ? = inconclusive; . = no result given; [ ] = dose if it differs, or a comment. Unless noted, calls follow the shape of the dose curve; as a rule, active = well fitted curve in the direction sought with a large enough effect; inconclusive = small, poorly fitted or top-dose-only effect, or another doubt; inactive = no such curve, though single readings can be large; an effect the other way counts as inactive or inconclusive. Hits appear at their usual frequency. About 2% of those tested had a hit in this group.

canonical_smiles	S-ASM inh	GALK inh	A-T KAP1 phos	MBNL1 CUG block	KCNH2 WT inh	TRPV1 ag	KCNH2 3.1 block	MLL CXXC-DNA inh	Integrin act MD	FBPA coupling cs
CCOc1cc(/C=C2\C(=O)ON=C2c2ccccc2)ccc1OC	-1%	3%	-13%	8%	-5	-1	-2	?	?	-2
O=C(O)Cc1sc(-c2ccc(C(=O)O)cc2)nc1-c1ccccc1	-2%	-3%	0%	42%[activator]	17	-6	4	-7%	7%	14
CCN1CCN(C2=C(NS(=O)(=O)c3ccccc3)C(=O)c3ccccc3C2=O)CC1	-1%	11%	7%	?	20	1	-27	-5%	-47%[inhibitor]	.
Cc1ccc2c(c1)N(S(=O)(=O)c1ccc(F)cc1)C(C(C)(C)C)CO2 (stereo not given)	-2%	-1%	1%	-1%	-2	10	-5	0%	-4%	4
C/C(=C\c1ccco1)CN1CCC(N2CCC(C(=O)N3CCOCC3)CC2)CC1	0%	4%	3%	4%	9	4	-82*	-6%	-38%	3
CCOC(=O)CNC(=O)CSc1nnc(Cn2c(=O)sc3ccccc32)n1C	-3%	-1%	4%	-1%	9	1	3	-8%	17%	-1
CC1Cc2nc(SCC(=O)Nc3ccc4c(c3)OCO4)n(Cc3ccccc3)c(=O)c2S1 (stereo not given)	-2%	2%	4%	10%	1	-4	-8	24%	9%	0
O=C(CC1CCCC1)N1CCN(S(=O)(=O)c2cccc(F)c2)CC1	0%	.	.	.	3	.	-18	.	6%	.
COC(Cn1c2c(c3cc(C)ccc31)CCCC2NCc1ccccc1)OC (stereo not given)	-2%	0%	31%	-5%	28	8	16	-2%	-53%[inhibitor]	0
O=S(=O)(NCc1ccccc1)c1ccccc1NCCc1ccccc1	?	.	4%	.	7	.	-1	.	11%	.
Cc1cc(C)cc(OC(=O)COc2ccccc2C)c1	0%	4%	-4%	3%	1	-2	10	-1%	-2%	-2
CCOc1ccccc1NC(=O)Nc1ccon1	11%	4%	-5%	1%	3	2	-5	-38%	-55%[inhibitor]	-3
COc1ccc(Nc2nnc(SCC3CCCCO3)s2)cc1 (stereo not given)	3%	0%	-2%	-2%	-7	?	-3	-3%	-38%	-1
Cn1c(N)c(C(=O)CSc2ncn[nH]2)c(=O)n(C)c1=O	17%	-1%	-2%	.	1	1	-7	-13%	9%	0
O=C(COc1ccccc1F)NNC(=O)c1ccc2c(=O)n3c(nc2c1)CCC3	.	.	-12%	.	-1	-1	6	.	0%	.
O=C(CN1CCN(S(=O)(=O)c2ccc3ccccc3c2)CC1)Nc1ccc(N2CCOCC2)cc1	4%	1%	1%	2%	9	5	-2	-3%	7%	0
CCN1CCN(C(=O)c2cc3c(s2)-c2c(C)cccc2OC3)CC1	.	.	20%	?	-5	20	1	.	?	-1
CCc1ccc(NC(=O)CSc2nnc(CNC(=O)c3ccco3)o2)cc1	2%	3%	-4%	-6%	-3	1	-9	-3%	5%	2
COc1ccccc1CCN1CCCC(CN(C)C(=O)c2ccc3nc[nH]c3c2)C1 (stereo not given)	4%	-8%	11%	-7%	-8	-3	-11	0%	-40%	.
C#CCOCCOCCOCCNc1nc(N2CCN(C(=O)Cn3cc(CCO)nn3)CC2)nc(N2CCN(C(=O)[C@H]([C@@H](C)CC)n3cc(CCCN=C(N)N)nn3)CC2)n1	2%	.	.	.	24	.	12	.	23%	.
O=C(Nc1ccc(S(=O)(=O)Nc2cnc3ccccc3n2)cc1)c1ccc([N+](=O)[O-])cc1Cl	-8%	-7%	-19%	?	-4	-2	5	-4%	45%	10
O=C1C2C(c3ccccc3)CC=CC2[C@H](c2cccc([N+](=O)[O-])c2)N1Cc1ccccc1 (stereo not given in full)	-2%	5%	-23%	16%	-10	15	-33	4%	-7%	5
Cc1ccccc1NC(=O)c1cccc2nc3ccccc3nc12	-26%	-1%	-2%	?	1	-3	-1	-9%	10%	.
Cc1c(C(=O)NCC(c2ccco2)N(C)C)oc2c(Cl)cccc12 (stereo not given)	8%	.	1%	.	-8	19	-5	.	-16%	.
Cc1ccc2c(c1)N(CC(=O)N1CCOCC1)C(=O)CO2	0%	5%	8%	0%	2	-1	-19	2%	-11%	1
Cc1csc(NC(=O)CSc2nnc3ncccn23)n1	3%	2%	14%	3%	3	-1	-3	3%	7%	2
Cc1c(C(=O)OC(C)C)[nH]c2c1C(=O)CCC2	-4%	0%	1%	?	16	3	-2	2%	20%	0
CCOc1ccccc1NC(=O)NCc1ccco1	-2%	4%	-5%	-7%	-11	2	-13	-6%	0%	-1
CCCCN1C(=O)CC(C(=O)O)C1c1ccc(OC)cc1 (stereo not given)	2%	-1%	-3%	-5%	-4	0	3	4%	4%	3
Cc1cc(C)c(NC(=O)Cn2ncc3ccccc32)c(C)c1	-3%	0%	10%	-8%	-1	4	1	-14%	0%	4
COc1ccc(OCC(=O)Nc2c3c(nn2-c2ccccc2)CS(=O)(=O)C3)cc1	3%	5%	6%	6%	-17	5	.	-6%	9%	.
COc1cc(/C=N/N2CCOCC2)ccc1OCc1ccc(Cl)cc1	-2%	14%	0%	7%	-15	9	-12	6%	17%	-2
CCn1ncc(Br)c1C(=O)NC(C)c1ccccc1 (stereo not given)	-3%	0%	-4%	2%	0	1	11	5%	-8%	3
CCOC(=O)c1cn(Cc2ccc(C)cc2)nn1	-1%	.	-1%	-26%[11.5 µM]	6	1	2	-1%	26%	3
CCC(=O)N/N=C(\C)CC(=O)Nc1ccc(F)cc1	4%	2%	3%	10%	11	-1	-3	11%	-14%	-1
O=C(N/N=C/c1cccnc1)c1cccc(NC(=O)c2ccccc2Cl)c1	3%[11.5 µM]	6%	-5%	?	3	0	14	-3%	3%	1
COc1cc(S(=O)(=O)N2CCOCC2)ccc1NC(=O)COC(=O)C12CC3CC(CC(C3)C1)C2	-8%	0%	.	-21%	6	.	-3	-2%	2%	6
COc1cccc(N2CCN(S(=O)(=O)c3ccc(-c4coc(C)n4)cc3)CC2)c1	-5%	0%	-4%	4%	-12	3	0	-16%	-35%	.
Cn1c(SCC(=O)NC(=O)Nc2ccccc2)nnc1-c1ccncc1	3%	-1%	0%	8%	3	-2	13	-1%	-11%	3
CC1CN(C(=O)COC(=O)COc2ccc(C#N)cc2)CC(C)O1 (stereo not given)	2%	.	-1%	.	2	1	5	.	-16%	.
CCCc1cc(C(=O)NNC(=S)NC2CCCCC2)cs1	1%	3%	-5%	-2%	2	15	-1	19%	-9%	.
C=CCn1c(SCC(=O)Nc2c(C)n(C)n(-c3ccccc3)c2=O)nc2sc(C)c(-c3ccccc3)c2c1=O	-1%	2%	-3%	8%	-9	2	5	4%	3%	10
CCC(=O)N1CCC2(CC1)Oc1ccc(Cl)cc1C(=O)C21CC(c2ccc(Cl)cc2)=NO1 (stereo not given)	-8%	-2%	32%	-2%	-8	3	-23	-1%	0%	-2
O=C(Cc1ccccc1)Nc1ccc(NC(=S)NC(=O)c2ccccc2)cc1	-4%	-3%	5%	0%	4	9	16	-7%	-15%	.
COc1cc(NC(=O)c2cccc(C)c2)c(OC)cc1NC(=O)CN1CCOCC1	-3%	1%	-4%	-4%	-9	5	4	-2%	15%	-1
CC(C)C[C@@H](CO)NS(=O)(=O)c1cc(Cl)ccc1F	0%	.	.	.	6	.	-38	.	1%	.
CN(C)c1cccc(C(=O)NNC(=O)/C=C/c2cccs2)c1	-4%	.	-1%	.	-8	2	16	.	-10%	.
CC1(C(=O)NC2CCCCCC2)CCC(=O)N1Cc1ccc2c(c1)OCO2 (stereo not given)	2%	0%	-1%	-1%	3	-2	-2	6%	5%	1
CC(C)N1CC2=C(OC(N)=C(C#N)C2c2cccnc2)/C(=C/c2cccnc2)C1 (stereo not given)	6%	2%	8%	9%	-7	0	-5	-22%	-18%	-8
C/C(=N\N1CCN(Cc2ccccc2Cl)CC1)c1ccc([N+](=O)[O-])cc1	-3%	1%	-1%	?	-4	5	-6	-9%	8%	1
COc1ccc(OCc2nc(-c3ccc(F)c(F)c3)cs2)cc1	-2%	2%	6%	-4%	-3	3	-15	0%	-5%	0
CCc1n[nH]c(=S)n1/N=C/c1ccc(-c2ccc(Br)cc2)o1	-2%	.	.	.	7	.	-23	.	17%	.
Cc1cc(C)n(-c2nc3ccccc3n3nnnc23)n1	-2%	-4%	.	9%	7	-7	-1	-3%	13%	3
CCOc1ccc(NC(=O)CSc2nc3ccccc3nc2N2CC(C)OC(C)C2)cc1 (stereo not given)	30%	.	2%	1%	2	?	-9	.	-12%	3
